AMA1 RON2 block: qHTS for Inhibitors of AMA1-RON; Towards Development of Antimalarial Drug Lead: Primary Screen. Plasmodium falciparum AMA1 (3D7) - RON2 peptide interaction. AlphaScreen AMA1-biotinylated RON2 peptide binding. AID 720542, 2013. actives 0.2% (n = 360,000). Potency, µM (doses to about 58.2 µM), for inactives: at the top dose activity change, negative = inhibition, hits mostly inhibitors; active = well fitted inhibition curve with a large enough effect; inconclusive = small, poorly fitted or top-dose-only effect; inactive = no such curve, though single readings can be large or run the other way;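 also: potency is read from the fitted curve at half-maximal effect; 0% = vehicle wells and -100% = peptide control; nearly all actives have a fitted effect of over 45% in size; some results filed as inactive show a strong effect at the top dose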
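AMA1 (3D7) with his tag at 25 nM final met compounds first, then biotinylated RON2 peptide at 25 nM; detection used donor plus acceptor beads, 10 µg/mL apiece, read by AlphaScreen after 30 min at room temperature.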
HCMV inh: qHTS Assay for inhibitors of the human cytomegalovirus (HCMV). HFF cells, HCMV-luciferase reporter, 72 h; hits give low values. activity change, negative = inhibition, % at 57.5 µM. actives 4.5% (n = 410,000); in the data active = activity change below about -60%; inconclusive = no clear call, values can overlap the other calls; inactive = above about -39%
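After 16 h attachment at 37C, HFF cells received test compound and HCMV-luciferase (1 PFU/cell); reporter luminescence read 72 h later, data normalized against buffer-only and known inhibitor Salinomycin.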
Active calls of the source: *; ? = inconclusive; [ ] = another dose, or the depositor's remark. Unless noted, % is scaled to controls: 0 for no effect and ±100 for the full control effect. These rows are one share of the data; the hit share may differ from the screen's.

SMILES | AMA1 RON2 block | HCMV inh
CC(C)N1CC2(CC(c3ccccc3F)=NO2)CN1C(=O)c1ccco1 (stereo not given) | 10.8% | 0.5
OC(c1ccc2c(c1)OCO2)c1ncc(-c2ccc(Cl)cc2)[nH]1 (stereo not given) | -9.5% | 61.3
CCc1cc2c(SCC(=O)NC3CCCC3)ncnc2s1 | -12.7% | -19.0
Cc1ccccc1-c1cc2nc(Nc3ccc(F)cc3)n(C)c(=O)c2s1 | -6.8% | 37.2
COc1cc(OC)nc(Nc2nc(C(C)N)cs2)n1 (stereo not given) | 37.7%[activator] | 0.4
CC(O)(c1ccccc1)c1nc(-c2cccc(C(F)(F)F)c2)cs1 (stereo not given) | 14.2% | 25.1
O=C(NCCNC(=O)c1ccc(Cl)cc1Cl)c1ccc(Cl)cc1Cl | 31.8%[activator] | 1.9
O=C1NC(Cc2ccccc2)c2nc3cc(F)ccc3c(=O)n2-c2cc3ccccc3cc21 (stereo not given) | -5.0% | -21.1
CC1(Cc2ccc3ccccc3n2)C(=O)Nc2ccc(OC(F)(F)F)cc21 (stereo not given) | 4.1% | -98.3*
O=[N+]([O-])c1cccc(-c2ccc3nnc(SCc4cccnc4)n3n2)c1 | -10.6% | -29.6
CN(C)S(=O)(=O)c1ccc(SCC(=O)Nc2cccc(S(=O)(=O)N3CCCC3)c2)nc1 | 2.8% | -4.4
O=C(O)c1cc(N2CCCCC2)nc2ccccc12 | -5.1% | -26.7
COc1ccc(OC)c(CC(=O)Nc2ccc3c(c2)c(=O)n(C)n3Cc2cccc(C(F)(F)F)c2)c1 | 1.0% | -10.3
N#CCc1ccc(-c2cccc3nccn23)cc1 | -2.3% | 20.6
CN(C)CCN1CCN(C(c2cc3ccccc3o2)c2nnnn2C(C)(C)C)CC1 (stereo not given) | 3.2% | -11.9
CC(C)C[C@H]1CNC(=O)C(=O)N1C[C@H]1CCCN1C[C@H](Cc1ccc(O)cc1)N1C[C@H](CC(C)C)N(CC2CCCCCC2)C(=O)C1=O | -4.1% | -20.5
COc1ccc(CCC(=O)N2CCN(S(=O)(=O)c3ccc(OC)c([N+](=O)[O-])c3)CC2)cc1 | -8.8% | -10.5
O=C1NC[C@@H](CCCCN2C[C@H](Cc3ccccc3)N(CCC3CCCCC3)C(=O)C2=O)N(CCc2ccccc2)C1=O | -13.2% | -1.9
O=S1(=O)CC(N2CCCC2)CN1Cc1cn(Cc2ccc(Cl)cc2)nn1 (stereo not given) | -1.5% | -0.6
Cc1ccc(C(=O)NCC(=O)Nc2ccccc2C)o1 | 0.4% | -25.8
COCCCN(Cc1cc(OC)c(OC)c(OC)c1)C(=S)Nc1cccc(Cl)c1 | 6.2% | -28.3
CCN(C1CCCCC1)S(=O)(=O)CCNC(=O)c1ccc(OC)cc1 | -5.9% | -17.1
COC(=O)c1cnc(Nc2nc(C(N)Cc3ccccc3)cs2)nc1C(F)(F)F (stereo not given) | 70.3%[activator] | -11.4
O=C(NCCO)C(=O)NCC(c1cccs1)S(=O)(=O)c1ccc(F)cc1 (stereo not given) | -1.8% | ?
C[C@H]1CCCCO[C@H](CN(C)S(=O)(=O)c2cn(C)cn2)[C@@H](C)CN([C@@H](C)CO)C(=O)c2cc(NS(=O)(=O)c3ccccc3)ccc2O1 | -2.0% | -12.7
Cc1c(Cc2ccccc2)[n+](=O)c2ccccc2n1[O-] | -5.0% | 24.8
CCCS(=O)(=O)NC(=O)C1(C)CCCN(C(=O)c2ccccc2)C1 (stereo not given) | 4.5% | -8.7
COC(=O)CC(C(=O)Nc1cc(C(=O)OC)cc(C(=O)OC)c1)N1CCN(C)CC1 (stereo not given) | 0.0% | 65.5
Cc1cc(C)c(C(O)c2ncc(-c3ccccc3Cl)[nH]2)c(C)c1 (stereo not given) | 3.4% | -2.2
O=C(Cn1cc(COc2cc(F)cc(F)c2)nn1)c1ccc(O)cc1 | -3.5% | 37.9
CC[C@H](NC(=O)/C=C/[C@H]1O[C@@H](n2cc(C)c(=O)[nH]c2=O)C[C@@H]1O)c1ccccc1 | 8.1% | 45.2
CCNC(=O)C1(C)CCN(C(=O)c2ccc(F)c(Cl)c2)C1 (stereo not given) | -1.9% | -1.0
O=C1C2C3CCC(O3)C2C(=O)N1c1nccs1 (stereo not given) | -5.7% | -6.3
COc1ccc(CN2C(=O)CN(S(C)(=O)=O)CC2(C)C(=O)Nc2c(C)cccc2C)cc1OC (stereo not given) | 13.0% | 92.7
Cc1cnc(C)c(Nc2nc(C(N)Cc3ccc(C(F)(F)F)cc3)cs2)n1 (stereo not given) | 32.0%[activator] | -25.3
COc1ccc(C(C(=O)Nc2ccc3c(c2)OCCO3)n2c(=O)c(-c3cc4ccccc4[nH]3)nc3ccccc32)cc1 (stereo not given) | 42.9%[activator] | 41.6

A different layout for part of the listing above.
Sequence of screens – AMA1 RON2 block | HCMV inh
OC(c1ccc2c(c1)OCO2)c1ncc(-c2ccc(Cl)cc2)[nH]1 (stereo not given)
    -9.5% | 61.3
CCc1cc2c(SCC(=O)NC3CCCC3)ncnc2s1
    -12.7% | -19.0

Continued.
SMILES | AMA1 RON2 block | HCMV inh
Cc1ccc(F)c(S(=O)(=O)NC(=O)C2(C)CCN2C(=O)Cc2ccc(-c3ccccc3)cc2)c1 (stereo not given) | -11.9% | -15.2
Nc1[nH]c(C(=O)c2ccccc2)c(-c2ccc(Cl)cc2Cl)c1C(=O)c1ccc(Cl)c(Cl)c1 | 24.1% | -35.6
Clc1cccc(-c2nc3ccc(Br)cn3c2Cc2ccccc2)c1 | 6.4% | 21.0
CCCCCCCCCCCCN1[C@@H](CC(=O)O)c2cc(F)ccc2S1(=O)=O | 2.3% | -2.1
O=C(NCc1cc(C(F)(F)F)ccc1Cl)c1cccc2c1C(=O)c1ccc(N3CCC(N4CCCCC4)CC3)cc1S2(=O)=O | -11.1% | -101.3*
CC(C)C[C@H]1CNC(=S)N1C[C@H]1CCCN1C[C@H](CC(C)C)N1C[C@H](CC(C)C)N(CCc2ccccc2)C1=S | -1.2% | -2.6
O=C1c2ccccc2C(c2nnnn2-c2ccc3c(c2)OCCO3)N1CCc1c[nH]c2ccccc12 (stereo not given) | -16.3% | -18.2
C[C@H]1CN([C@@H](C)CO)C(=O)CCCn2cc(nn2)CO[C@@H]1CN(C)C(=O)c1ccc(N2CCN(C)CC2)cc1 | 13.7% | -6.6
O=C(O)C1=CCC=CC1C(=O)O (stereo not given) | 10.0% | 9.7
CCC1([N+](=O)[O-])COP(=O)(NCc2cccnc2)OC1 (stereo not given) | 6.6% | -25.9
Nc1ccc(N=Nc2ccc(O)cc2)c(N)n1 | -25.7% | ?
CCOC(=O)C1=C(COC(=O)c2cc([N+](=O)[O-])ccc2Cl)NC(=O)NC1C (stereo not given) | 0.2% | -26.2
CC1=C(C(=O)N(C)C)CC(CC(=O)NCCCN(C)C)C(=O)N1Cc1ccc(F)cc1 (stereo not given) | 12.2% | 6.7
Cc1ccc(Nc2ccc([N+](=O)[O-])ccc2=O)cc1 | -13.0% | -24.7
COc1ccccc1CC(=O)Nc1cc(C)on1 | 3.6% | 33.6
CCCCNC(=O)c1nc(C2CCN(S(=O)(=O)c3ccc(OC(F)(F)F)cc3)CC2)oc1-c1ccccc1 | 1.4% | -14.2
COc1ccc(Cc2nnc3n2N=C(c2cc4ccccc4o2)CS3)cc1OC | -1.7% | 130.7
O=C(Nc1ccc(Cl)cc1)c1cc(S(=O)(=O)N2CCCCC2)ccc1N1CCOCC1 | 0.5% | 8.5
CCc1nc2ccc(C(=O)N3CCN(c4ccccc4)CC3)cn2c1N(C)CCCc1ccccc1 | ? | -11.3
COC(=O)[C@@]12C[C@@H](CC(=O)NCCCN3CCCC3=O)C(=O)N(Cc3cccc4ccccc34)C1=CCC(C)(C)C2 | -6.2% | -18.7
C/C=C(/CCC1NCCc2c1[nH]c1ccccc21)[Si](C)(C)C (stereo not given) | ? | 26.0
CC1(Cc2cccc(C(F)(F)F)c2)C(=O)Nc2ccc(-c3ccc(F)c(Cl)c3)cc21 (stereo not given) | 0.3% | -31.3
COc1ccc(NC(=O)C2(C)Cc3c(-c4ccc(N(C)C)cc4)ccnc3O2)cn1 (stereo not given) | ? | 4.8
Cc1cnc(NS(=O)(=O)c2ccc(N)cc2)nc1-c1ccccc1O | 4.5% | 36.4
COCCNC(=O)C1CCCN(C(=O)c2ccc3sccc3c2)CC1 (stereo not given) | 5.5% | 7.3
COCCN(Cc1ccc(OC)cc1)c1c(C)nc2ccc(C(=O)NCCc3c[nH]c4ccccc34)cn12 | -26.2% | -9.9
COc1ccc(CNC(=O)c2cccc3c(-c4cccnc4)coc23)cc1OC | 8.6% | -86.0*
Cc1ccc(CN2C(=O)CSCC2(C)C(=O)Nc2c(C)cccc2C)cc1 (stereo not given) | -7.1% | -16.0
Cc1noc(C)c1S(=O)(=O)N(C)C[C@H]1OCc2cn(nn2)CCCC(=O)N([C@@H](C)CO)C[C@@H]1C | 11.0% | 13.4
NC(=NCc1ccccc1)NN=Cc1ccnc2ccccc12 | 28.1% | -12.2
COc1ccccc1-c1noc2c1C(=O)NCC2 | -6.3% | -9.5
CCOc1ccc(C(=O)NCC(=O)NNC(=O)CN(C)S(=O)(=O)c2ccc(Cl)cc2)cc1OCC | 61.8%[activator][11.6 µM] | -10.8
Cc1cc2cc3c(=O)[nH]c(=O)cc-3n(CC(O)C(O)C(O)CO)c2cc1C (stereo not given) | -8.4% | 4.9
Nc1nc(N)c2cc(CNc3ccc(Cl)c(Cl)c3)ccc2n1 | ? | -68.7*
CCOC(=O)[C@]12CCC=C1N(Cc1ccccc1)C(=O)[C@H](CC(=O)NCCCN1CCCC1=O)C2 | -9.6% | 19.6
CC1Cc2ccccc2N1C(=O)c1ccc2c(c1)OCO2 (stereo not given) | 8.0% | 16.1
FC(F)(F)c1ccccc1Cc1c(-c2ccccc2)nc2ccc(Cl)cn12 | 4.8% | 23.9
N#Cc1ccc(C(C(=O)NC2CCCCC2)n2c(=O)c(-c3ccccc3)nc3ccccc32)cc1 (stereo not given) | -4.4% | -24.4
COc1ccc(C(O)c2ncc(-c3ccccc3)[nH]2)cc1 (stereo not given) | 0.0% | 27.6
COc1cccc(CN(C)CCCn2cnc(C(=O)Nc3ccc(C)c(C)c3)n2)c1 | -1.4% | -6.2
O=C(Nc1ccc(Cl)c(C(F)(F)F)c1)[C@@H]1CC=C[C@@H]2CCN(C3CC3)C(=O)[C@@H]21 | 1.6% | -16.3
CC(=NN1CC(=O)NC1=O)c1ccc([N+](=O)[O-])o1 | -4.6% | 18.7
Cc1ccc(Cl)cc1-c1cc(C(=O)NCC2CCCCC2)[nH]n1 | 8.8% | -11.2
CC(C)c1ccc(CC(=O)N2CCC2(C)C(=O)NS(=O)(=O)c2ccc(Cl)s2)cc1 (stereo not given) | -3.6% | 7.3
CCN(CC)C(=O)c1cccc(-c2csc(C(C)(NC(C)=O)c3ccccc3)n2)c1 (stereo not given) | 5.3% | -14.5
FC(F)(F)c1ccccc1Cc1c(-c2cccc(Cl)c2)nc2ccc(Br)cn12 | -1.1% | 33.0
CC(C)(C)C1(CCO)C(=O)NC(=S)NC1=O | -11.0% | 0.9
O=C(NC1CCCC1)C(C1CC1)n1c(C2CCCC2)nc2ccccc21 (stereo not given) | 2.8% | 0.7
COc1ccc(C(C)(O)c2nc(/C=C/c3ccccc3)cs2)cc1 (stereo not given) | -1.3% | 10.3
CCc1nc2ccc(C(=O)NCCCN(C)C)cn2c1N(C)CCCc1ccccc1 | -10.9% | -19.1
Cc1cc(C)n2c(NC3CCCC3)c(-c3cccnc3)nc2n1 | -6.4% | 21.5
CCOC(=O)N(C)C[C@H]1OCc2cnnn2CCCC(=O)N([C@@H](C)CO)C[C@H]1C | -5.6% | 10.9
O=C(NNC(=O)c1ccc2ccccc2c1)c1cccc(Cl)c1 | 18.2% | -12.5
CCCNC(=O)c1cc(C2CCCCN2C(=O)c2ccc(C(C)C)cc2)on1 (stereo not given) | 12.0% | 26.6
Cc1ccc(NC(=C(C#N)C#N)c2ccccc2)cc1 | -0.6% | -26.8
Cc1cc2c(cc1C)-n1nnnc1C(N1CCN(c3ccccc3F)CC1)C(=O)N2 (stereo not given) | -5.3% | 15.6
C=C1CCN([C@@H](Cc2ccccc2)C(=O)NCCCc2ccccc2)S(=O)(=O)c2ccccc21 | 1.0% | -6.7
COc1ccc(C(CNC(=O)c2ccc(NS(=O)(=O)c3ccc(F)c(C)c3)cc2)N2CCCC2)cc1 (stereo not given) | 4.9%[11.6 µM] | -14.6
Cc1c(F)cccc1NS(=O)(=O)c1ccc(N2CCCC2=O)cc1 | -6.4% | 4.3
CCOC(=O)c1ccc(NCc2ccncc2)cc1 | 4.9% | -38.4
CC(=O)NCCNc1nc2cc(-c3ccsc3)sc2c(=O)n1C | 54.5% | 35.4

Full records, quoted from the list:
`C=C1CCN([C@@H](Cc2ccccc2)C(=O)NCCCc2ccccc2)S(=O)(=O)c2ccccc21` as listed: AMA1 RON2 block = 1.0%; HCMV inh = -6.7
`CCOC(=O)c1ccc(NCc2ccncc2)cc1` as listed: AMA1 RON2 block = 4.9%; HCMV inh = -38.4

From PubChem BioAssay
